Fibroblast inh = blocks proliferation of human lung fibroblasts | LL 47 human lung fibroblast viability, ATP luminescence; stronger effect = lower value | viability, % at 10 µM | 85,000 tested, 1.1% active;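 active = viability at or below 50% in the single dose screen; inactive = viability above 50%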;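 also: compound exposure lasted 72 h before the ATP readout; 100% = median luminescence of untreated cell-only wells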
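Material: Human LL 47 lung fibroblast cells | Input: 1,150 cells/well | Buffer or medium: IMEM plus 15% FBS | Compound dosing: 0.1% DMSO in all compound wells | Times: Overnight cell rest, 72 h compound treatment at 37 °C | Signal: CellTiter-Glo luminescence measuring cellular ATP | Measure: % viability versus median cells-only luminescence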
CD11b adhes enh = CD11b/CD18-fibrinogen binding enhancement | 93,000 tested, 0.07% active | activation, % at 10 µM | K562 CD11b/CD18 adhesion to fibrinogen, ATPlite luminescence;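 active = 10 µM primary screen giving 50% or more activity, confirmed by 40% or more on retest at that dose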; also: strong numbers were not always called active
MT1-MMP txn act = MT1-MMP promoter transcription activation; HT1080 MT1-MMP promoter luciferase reporter, luminescence, overnight; stronger effect = higher value; activation factor at 10 µM; 86,000 tested, 0.16% active;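 active = activation factor of at least 2 for MT1-MMP transcription at 10 µM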
ERa SRC1 inh = ER-alpha (human) coactivator binding inhibition; P03372; TR-FRET ER-alpha LBD / SRC-1 peptide, estradiol-bound; inhibition, % at 25.6 µM; 86,000 tested, 1.7% active; in the data active = inhibition above about 50%;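 also: 0% = receptor plus peptide control and 100% = peptide only without receptor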
Target sequence (P03372 whole entry, looked up, the tested form may be a part): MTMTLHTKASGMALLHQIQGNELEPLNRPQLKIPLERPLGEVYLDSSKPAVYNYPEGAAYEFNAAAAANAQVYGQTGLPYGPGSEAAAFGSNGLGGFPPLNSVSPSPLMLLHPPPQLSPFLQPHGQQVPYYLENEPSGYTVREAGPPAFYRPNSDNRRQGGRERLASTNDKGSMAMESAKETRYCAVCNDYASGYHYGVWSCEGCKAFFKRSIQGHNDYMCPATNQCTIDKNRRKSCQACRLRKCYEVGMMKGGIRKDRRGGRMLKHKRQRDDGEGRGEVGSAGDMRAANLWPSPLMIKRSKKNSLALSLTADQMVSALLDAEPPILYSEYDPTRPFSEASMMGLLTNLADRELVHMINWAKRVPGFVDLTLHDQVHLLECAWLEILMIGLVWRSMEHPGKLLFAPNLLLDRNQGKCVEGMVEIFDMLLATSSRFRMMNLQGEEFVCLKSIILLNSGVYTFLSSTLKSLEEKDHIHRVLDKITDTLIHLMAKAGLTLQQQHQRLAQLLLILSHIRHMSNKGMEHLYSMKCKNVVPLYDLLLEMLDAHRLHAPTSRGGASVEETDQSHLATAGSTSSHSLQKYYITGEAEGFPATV
ERa SRC1 pot = ER-alpha (human) coactivator binding potentiation; P03372; coactivator binding (% of control), % at 25.6 µM; 86,000 tested, 1.3% active; TR-FRET ERalpha-LBD/SRC-Cy5 coactivator binding, 2 h; 100 = basal binding, no effect; in the data active = activity above about 200%;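 also: binding measured in presence of low estradiol as agonist stimulus; 0% = peptide alone without receptor and 100% = receptor with peptide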
Smad3 inh = inhibitors of human Smad3 transcription factor binding | P84022 | TR-FRET Smad3/Dy647-FoxH1 peptide binding, europium anti-His | inhibition, % at 25 µM | 88,000 tested, 0.29% active | AID 630;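 active = compounds that reduce the energy-transfer binding signal between the protein and its labelled peptide by more than half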;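 also: 0% = Smad3 plus labelled peptide maximal FRET and 100% = peptide-only background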
Target sequence (P84022 whole entry, looked up): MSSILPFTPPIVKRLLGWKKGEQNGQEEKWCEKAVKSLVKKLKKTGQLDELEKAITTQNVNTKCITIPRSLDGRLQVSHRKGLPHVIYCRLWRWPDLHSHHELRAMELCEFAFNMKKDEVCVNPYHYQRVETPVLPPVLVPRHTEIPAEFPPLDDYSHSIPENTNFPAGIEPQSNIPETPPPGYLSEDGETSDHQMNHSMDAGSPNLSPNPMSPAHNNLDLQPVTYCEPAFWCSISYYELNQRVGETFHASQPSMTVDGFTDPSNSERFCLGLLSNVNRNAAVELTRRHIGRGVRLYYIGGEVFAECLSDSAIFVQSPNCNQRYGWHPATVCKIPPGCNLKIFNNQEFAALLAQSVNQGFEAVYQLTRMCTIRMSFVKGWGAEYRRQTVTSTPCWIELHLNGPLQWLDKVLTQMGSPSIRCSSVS
ERb SRC1 inh = ER-beta (human) coactivator binding inhibition; 86,000 tested, 1.3% active; TR-FRET ER-beta LBD / SRC1-Cy5 peptide binding; receptor agonist-loaded with 1 µM estradiol; Q92731; inhibition, % at 25.6 µM; AID 633;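 active = compounds whose percent inhibition of the receptor-coactivator binding signal exceeds about 50% in the single-dose screen, limit read from the data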;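 also: 0% = receptor plus peptide wells without compound and 100% = peptide-only wells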
H69AR growth 86K = blocks growth of human H69AR lung tumor cells; H69AR lung tumor viability, ATP luminescence, 72 h; stronger effect = lower value; viability, % at 10 µM; 85,000 tested, 6% active; AID 598;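 active = viability at or below 40%; inactive = viability above 40%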;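 also: multidrug resistant small cell line overexpressing MRP-1 efflux transporter; 100% = mean luminescence of untreated control wells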
HUVEC prolif 384 = human endothelial cell proliferation inhibition. HUVEC proliferation, CellTiter-Glo luminescence, 72 h; stronger effect = lower value. viability, % at 10 µM (by protocol). 86,000 tested, 1.1% active;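 active = viability at or below 30%; inactive = viability above 30%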;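 also: 100% = median luminescence of DMSO-only cell control wells on each plate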
* = called active by the depositor; · = not tested or not shown; [ ] = another dose, or the depositor's remark.

mol,Fibroblast inh,CD11b adhes enh,MT1-MMP txn act,ERa SRC1 inh,ERa SRC1 pot,Smad3 inh,ERb SRC1 inh,H69AR growth 86K,HUVEC prolif 384
COc1ccc(C(=O)N2CCC(C(=O)Nc3ccccc3OC)CC2)cc1,109,4,1.2,-14,223*[fluorescence artefact?],1,-15,95,102
COc1ccc(S(=O)(=O)N2CCC(C(=O)NCCc3ccccc3)CC2)cc1OC,96,-4,1,-9,101,-8,15,104,95
Cc1ccnc(N2CCCC(C(=O)NCc3cccs3)C2)n1 (centres undefined),98,·,1.3,-5,114[fluorescence artefact?],-7,4,94,96
COc1ccc(-c2nnn(Cc3ccccc3F)n2)cc1,92,·,2.3*,-3,95,7,5,90,101
CCOc1ccc(OCc2cccc(C(=O)N3CCOCC3)c2)cc1,90,2,0.1,-8,116,-1,-2,89,99
CCC1CCCCN1S(=O)(=O)c1ccc(C(=O)Nc2nnc(-c3cccs3)o2)cc1 (centres undefined),71,·,1,5,104,4,1,20*,64
CCCn1c(NCCO)nc2ccccc21,97,-2,1.2,2[fluorescence artefact?],125[fluorescence artefact?],9[fluorescence artefact?],2[fluorescence artefact?],104,99
CN1CCc2c(sc3c2c(=O)n(-c2ccccc2)c2nnc(SCc4ccccc4F)n32)C1,99,·,0.9,5,96[fluorescence artefact?],0,3,92,93
Cc1onc(-c2ccccc2)c1C(=O)Nc1nc2c(s1)C(=O)CC(C)(C)C2,105,7,1.1,-5,90,-15,-1,90,99
COc1ccc(CN2C(=O)CCC2(C)C(=O)NC2CCCC2)c(OC)c1 (centres undefined),99,·,1,1,124,-5,-7,102,97

(listing goes on)
mol,Fibroblast inh,CD11b adhes enh,MT1-MMP txn act,ERa SRC1 inh,ERa SRC1 pot,Smad3 inh,ERb SRC1 inh,H69AR growth 86K,HUVEC prolif 384
CC(=O)c1ccc(OCC(O)CN2CCN(CC(O)COc3ccc(C(C)=O)cc3)CC2)cc1 (centres undefined),101,·,1.1,17,115,-5,5,84,96
O=C(O)CCC(=O)N1CCC(C(=O)c2cccc(Cl)c2)CC1,102,-2,1.3,2,115,0,0,100,94
O=c1cc(N2CCOCC2)[nH]c(=O)n1-c1ccc(Br)cc1,108,0,1.1,-1,110,1,-6,97,96
O=C1Nc2ccccc2C12Nc1ccccc1-c1nc3ccccc3n12 (centres undefined),100,·,1.1,0,92,-1,-3[fluorescence artefact?],89,78
COC(=O)c1sc(NC(=O)CSc2nnnn2-c2ccc(C)cc2C)nc1C,100,-1,1.2,12[fluorescence artefact?],101[fluorescence artefact?],16[fluorescence artefact?],12[fluorescence artefact?],92,95
O=C(CSc1ncn[nH]1)Nc1c(F)cc(F)cc1Br,102,-2,1.2,-7,106,1,-10,89,99
O=C(Cn1nc(C(=O)O)c2ccccc2c1=O)NCCC1=CCCCC1,106,15,1.2,-4,108,3,1,97,104
CC(C)NC1CS(=O)(=O)CC1O (centres undefined),98,-2,1,-2,100,12,-12,102,97
CC(=O)OCc1cc2cccc(C)c2[nH]c1=O,104,0,1,13[fluorescence artefact?],70,-2,11[fluorescence artefact?],91,91
O=C(CCCCn1c(=O)[nH]c2ccccc2c1=O)NCCc1c[nH]c2ccccc12,98,·,1,-8[fluorescence artefact?],105,-11,-16[fluorescence artefact?],80,86

Compound profiles (already shown). Order of values: Fibroblast inh | CD11b adhes enh | MT1-MMP txn act | ERa SRC1 inh | ERa SRC1 pot | Smad3 inh | ERb SRC1 inh | H69AR growth 86K | HUVEC prolif 384
O=C(CSc1ncn[nH]1)Nc1c(F)cc(F)cc1Br is listed with 102 | -2 | 1.2 | -7 | 106 | 1 | -10 | 89 | 99
O=C(Cn1nc(C(=O)O)c2ccccc2c1=O)NCCC1=CCCCC1 is listed with 106 | 15 | 1.2 | -4 | 108 | 3 | 1 | 97 | 104
O=C(O)CCC(=O)N1CCC(C(=O)c2cccc(Cl)c2)CC1 is listed with 102 | -2 | 1.3 | 2 | 115 | 0 | 0 | 100 | 94
O=c1cc(N2CCOCC2)[nH]c(=O)n1-c1ccc(Br)cc1 is listed with 108 | 0 | 1.1 | -1 | 110 | 1 | -6 | 97 | 96
CC(=O)OCc1cc2cccc(C)c2[nH]c1=O is listed with 104 | 0 | 1 | 13[fluorescence artefact?] | 70 | -2 | 11[fluorescence artefact?] | 91 | 91

The results go on.
mol,Fibroblast inh,CD11b adhes enh,MT1-MMP txn act,ERa SRC1 inh,ERa SRC1 pot,Smad3 inh,ERb SRC1 inh,H69AR growth 86K,HUVEC prolif 384
COc1ccc(OC)c(/C(O)=C/C(=O)C(=O)Nc2ccccc2OC)c1,101,1,1.1,-4,91,-1,-8,80,115
CC(C)(C)c1ccc(C(=O)NNC(=O)Cc2ccccc2)cc1,103,0,1.4,0,107,6,-33,95,91
Cn1c(=O)c2c(nc(N3CCCCCC3)n2CC(O)COc2ccc(Cl)cc2)n(C)c1=O (centres undefined),101,2,1.2,0,96,1[fluorescence artefact?],-1,28*,70
CC1(c2ccccc2)NC(=O)N(CCOc2ccccc2)C1=O (centres undefined),104,-4,1.2,3,121[fluorescence artefact?],11[fluorescence artefact?],-3,94,95
Cc1c(C(=O)OC2CCCCC2)sc2nc[nH]c(=O)c12,90,-1,1,-20,99,8,-11,72,99
COc1cccc(/C(O)=C2/C(=O)C(=O)N(Cc3cccnc3)C2c2ccco2)c1 (centres undefined),98,·,1.2,25,75,6,32,91,97
CCOC(=O)N1CCN(c2ccc(C(=O)c3ccccc3)cc2F)CC1,91,-2,1.4,-8,123,6,-7,52,83
CCSc1ccccc1C(=O)n1nnc2ccccc21,86,2,1,13,90,2,-8,12*,81
Cc1cc(COc2ccccc2OCc2cc(C)no2)on1,103,-4,1,-4,109[fluorescence artefact?],-1,-12,91,97
O=C(c1noc2c1CCc1ccccc1-2)N1CCCc2ccccc21,106,-1,1.3,-3,117,8,-2,90,95

Next part:
mol,Fibroblast inh,CD11b adhes enh,MT1-MMP txn act,ERa SRC1 inh,ERa SRC1 pot,Smad3 inh,ERb SRC1 inh,H69AR growth 86K,HUVEC prolif 384
CCOC(=O)c1[nH]c(C)c(C(=O)NCCCOC(C)C)c1C,103,-3,1,-1,130,-3,-7,80,94
CCOc1ccc(CNc2ccc3c(c2)nc(C)n3C)cc1,107,4,1.5,-3,100,12,2,92,113
CCCCNC(=O)Cc1c(O)c2ccccc2[nH]c1=O,95,-5,1.1,4,100,6,-11,103,96
CC1=CCC2C(=O)N(c3cccc(C(=O)N(C)C4CCCCC4)c3)C(=O)C2C1 (centres undefined),98,-4,1,-8,108,0,0,98,104
Cc1ccc(NC(=O)C2CCN(C(=O)NC3CCCCC3)CC2)cc1,102,·,1.2,4,64,5,22[fluorescence artefact?],92,96
C/C(=C\c1cc(C(=O)O)c(C)o1)CO,102,-1,1,1,95,5,6[fluorescence artefact?],91,97
Cc1ccccc1CNC(=O)c1ccccc1N,107,-3,·,-1,97,-6,-1,102,106
CC1(C)CC(=O)C2=C(C1)N(C1CCCCC1)C(=O)C2(O)C(F)(F)F (centres undefined),107,-2,1.1,-3,107,-4,-17,90,117
CC1CN(CCCCOc2ccc(C(C)C)cc2)CC(C)O1 (centres undefined),88,-3,1.1,-3,111,-14,-3,81,96
CC(C)CC(OC(=O)c1cccs1)C(=O)NCC1CCCO1 (centres undefined),109,-2,1.2,0,115,5[fluorescence artefact?],-2,68,101

Reprinted at random: three compounds from above
mol,Fibroblast inh,CD11b adhes enh,MT1-MMP txn act,ERa SRC1 inh,ERa SRC1 pot,Smad3 inh,ERb SRC1 inh,H69AR growth 86K,HUVEC prolif 384
CC(C)CC(OC(=O)c1cccs1)C(=O)NCC1CCCO1 (centres undefined),109,-2,1.2,0,115,5[fluorescence artefact?],-2,68,101
CC1CN(CCCCOc2ccc(C(C)C)cc2)CC(C)O1 (centres undefined),88,-3,1.1,-3,111,-14,-3,81,96
CCOC(=O)c1[nH]c(C)c(C(=O)NCCCOC(C)C)c1C,103,-3,1,-1,130,-3,-7,80,94

Continuation.
mol,Fibroblast inh,CD11b adhes enh,MT1-MMP txn act,ERa SRC1 inh,ERa SRC1 pot,Smad3 inh,ERb SRC1 inh,H69AR growth 86K,HUVEC prolif 384
CC1=C(C(N)=O)C(c2cccnc2)n2nc(-c3cccc(Cl)c3)nc2N1 (centres undefined),99,-3,1,1,116,11,-3[fluorescence artefact?],90,108
Cc1csc(N/N=C/c2ccc(O)c([N+](=O)[O-])c2)n1,100,-2,1.4,99*[fluorescence artefact?],4[fluorescence artefact?],14,99*[fluorescence artefact?],88,94
Cc1ccc(C2(C)NC(=O)N(Cc3c(C)noc3C)C2=O)cc1 (centres undefined),98,2,1.3,-3,97,8,-1,107,91
O=C1N=C(N2CCOCC2)SC1=C1CCCCC1,94,2,1.4,-5,110,-6,-14,89,90
CCOC(=O)c1oc2ccc(Br)cc2c1NC(=O)CN1CCN(C)CC1,81,-1,1,-5,117,7,-12,51,69
Cc1ccc(SCC(=O)Nc2ccccc2C(=O)O)cc1,99,-1,1.2,-3,102,11,-1,97,80
Cc1ccc(C2=[N+]([O-])C3(CCCCC/C3=N\NC(N)=O)N(O)C2(C)C)o1 (centres undefined),103,-2,1.1,13,98,15,44,94,94
COc1c(Cl)ccc(Cl)c1C(=O)OCC(=O)O,·,-5,1.2,-4,121,-3,-4,105,91
CCCCC(CC)C(=O)NCc1ccccc1OC (centres undefined),91,2,1.1,-2,128,1,53*,93,92
Cc1ccc(OCC(=O)N2CCN(C(=O)Cc3ccccc3)CC2)cc1,102,-2,1.1,0,126,6,2,105,103

Carrying on.
mol,Fibroblast inh,CD11b adhes enh,MT1-MMP txn act,ERa SRC1 inh,ERa SRC1 pot,Smad3 inh,ERb SRC1 inh,H69AR growth 86K,HUVEC prolif 384
COc1ccc(CCNC(=O)C2CC(=O)N(C3CCCC3)C2)cc1OC (centres undefined),102,·,1,0,110,8[fluorescence artefact?],-2[fluorescence artefact?],100,96
CC(=O)Nc1ccc(-n2c(C)nc(=O)c(-c3ccccc3)c2C)cc1,92,-1,1.1,-4,107,2,-7,102,94
CC(C)C(NC(=O)OCc1ccccc1)C(=O)OCC(=O)N1C(C)CCCC1C (centres undefined),95,5,1.2,-9,100,17[fluorescence artefact?],-10,95,106
Cc1ccccc1NC(=O)c1cc(N)ccc1N1CCCCC1,98,3,1.2,-8[fluorescence artefact?],75[fluorescence artefact?],1,6,82,70
Cn1c(=O)cc(SCC(=O)N2CCCC2)c2cc(Cl)ccc21,100,2,1.2,2,115,37[fluorescence artefact?],-3,74,93
C=CCN1C(c2ccccc2)=CS/C1=C(\C#N)c1nnc2n1CCCCC2,102,-2,1,1,100,51*,5,76,104
CCCC[n+]1ccn(-c2nc3ccccc3nc2[N-]S(=O)(=O)c2ccc(C)cc2)c1,104,7,1.1,6,86,14,5,105,102

A portion of the library. The share of hits here may be higher or lower than overall.
